Screens (PubChem BioAssay)
KCNQ2 block = KCNQ2 potassium channel inhibitors, primary screen, cell-based, CHO-K1, FluxOR thallium flux, B-score (AID 2156); 1.1% of 310,000 active; Potassium voltage-gated channel subfamily KQT member 2 (Rattus norvegicus), O88943; B-score at 10 µM; 20 min; active compounds read low;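 active means fluorescence ratio B-score at most minus 3 library SDs, with starting brightness B-score within 2 library SDs, cut at about -5.5 in these data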
Kir21 block = inhibitors of mouse Kir2.1 inward-rectifier potassium channel; B-score at 10 µM; AID 1672, 2009; 0.85% of 310,000 active; HEK293-Kir2.1, FluxOR thallium flux fluorescence; active compounds read low;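 active means fluorescence ratio B-score at or below minus 3 SD of library scores, with starting-brightness B-score within 2 SD, cut at about -4.2 in these data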;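 further: channel flux triggered by added potassium and thallium sulfate stimulus; B-score of peak minus minimum fluorescence over baseline after thallium stimulus; more negative B-score means stronger Kir2.1 block with less thallium influx; some compounds called inactive have numbers as strong as hits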
Target sequence (P35561 whole entry, looked up): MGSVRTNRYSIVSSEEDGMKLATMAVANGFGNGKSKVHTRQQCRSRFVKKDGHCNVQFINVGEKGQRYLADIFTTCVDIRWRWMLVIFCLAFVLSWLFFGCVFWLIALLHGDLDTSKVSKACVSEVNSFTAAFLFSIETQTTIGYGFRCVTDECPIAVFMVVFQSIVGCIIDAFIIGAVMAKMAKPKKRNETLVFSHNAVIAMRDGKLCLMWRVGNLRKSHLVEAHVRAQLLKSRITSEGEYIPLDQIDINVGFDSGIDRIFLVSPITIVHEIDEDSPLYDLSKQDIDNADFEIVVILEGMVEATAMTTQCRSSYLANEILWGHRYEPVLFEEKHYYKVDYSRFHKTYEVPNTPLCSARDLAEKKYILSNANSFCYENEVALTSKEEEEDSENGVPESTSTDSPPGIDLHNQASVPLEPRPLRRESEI
CHT inh = inhibitors of human choline transporter CHT; CHT-expressing cells, membrane potential dye, choline response; active compounds read low; B-score at 10 µM; 0.86% of 310,000 active;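 active means B-score over 3 SD under the library average, and starting fluorescence ratio not unusually high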;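 further: choline stimulus applied at its EC90 after an EC20 pre-addition; B-score computed on integrated fluorescence ratio after choline addition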
Target sequence (Q9GZV3 whole entry, looked up): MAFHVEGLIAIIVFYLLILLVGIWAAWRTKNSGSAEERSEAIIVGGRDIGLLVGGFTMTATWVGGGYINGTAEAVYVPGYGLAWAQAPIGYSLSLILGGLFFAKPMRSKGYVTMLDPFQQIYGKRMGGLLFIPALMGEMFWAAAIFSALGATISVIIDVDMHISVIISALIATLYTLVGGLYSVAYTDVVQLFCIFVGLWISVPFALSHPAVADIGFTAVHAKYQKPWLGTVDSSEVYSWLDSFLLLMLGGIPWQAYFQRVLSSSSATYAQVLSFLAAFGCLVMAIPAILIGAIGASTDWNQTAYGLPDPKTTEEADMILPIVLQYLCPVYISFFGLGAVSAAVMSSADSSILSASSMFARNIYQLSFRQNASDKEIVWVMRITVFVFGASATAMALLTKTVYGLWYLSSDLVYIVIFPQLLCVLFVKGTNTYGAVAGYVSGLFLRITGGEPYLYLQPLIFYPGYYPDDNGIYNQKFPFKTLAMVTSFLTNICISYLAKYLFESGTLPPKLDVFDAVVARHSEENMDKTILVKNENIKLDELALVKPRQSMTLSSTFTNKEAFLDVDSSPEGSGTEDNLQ
* = called active by the depositor; i = inactive; · = not tested or not shown.

SMILES	KCNQ2 block	Kir21 block	CHT inh
Cc1ccc(NC(=O)C2CCN(S(=O)(=O)c3ccc4c(c3)oc(=O)n4C)CC2)cc1	i	0.13	i
CC(NS(=O)(=O)c1ccc(NC(=O)N2CCCCC2)cc1)c1ccccc1 (stereo unspecified)	i	1	i
COC(=O)CN1C(=S)N(Cc2ccccc2)C(=O)C1CC(=O)Nc1ccc(Br)cc1 (stereo unspecified)	i	1.4	i
CC(C)(C)c1cc2ncnc(N3CCCCC3)c2s1	i	0.43	i
CCOC(=O)CCCCC(=O)c1[nH]c(=O)[nH]c1Cn1ccnc1	i	0.86	i
CCOC(=O)C1CN(S(=O)(=O)c2ccc(C)cc2)c2ccccc2O1 (stereo unspecified)	i	-1.2	i
COc1cccc(OCC(O)CN2CCN(CCN3C(=O)c4cccc5cccc(c45)C3=O)CC2)c1 (stereo unspecified)	i	-1.2	i
Cc1nc2ccccc2n1CCCOc1ccccc1	i	-1.7	i
O=C(CC1C(=O)NCCN1CC1CCCCC1)NCCc1ccc(F)cc1 (stereo unspecified)	i	-0.04	i
COC(=O)c1ccc(C(=O)OC)c(NC(=O)C(C)(C)C)c1	i	-0.64	i
Cc1cccc(N(C(=O)Cn2nnc3ccccc32)C(C(=O)NC(C)(C)C)c2ccsc2)c1C (stereo unspecified)	i	-0.84	i
Cc1ccc2c(c1)cc(CN(Cc1ccc3c(c1)OCO3)C(=O)c1cnccn1)c1nnnn12	i	-0.51	i
Cc1ccc(NC(=O)CSc2nc(C)c(C)c(C)n2)c([N+](=O)[O-])c1	i	0.03	i
COc1ccc(N2CCN(C(=O)c3cccc(N4C(=O)C5C6C=CC(C6)C5C4=O)c3)CC2)cc1 (stereo unspecified)	i	0.08	i
Cn1c(=O)[nH]c(=O)c2c1nc(Br)n2CCCc1ccccc1	i	-0.8	·
CCNC(=O)COC(=O)CCNC(=O)c1cccc(C)c1	i	1.4	i
Cc1cc(Cn2nc(C(=O)NCC3CC3)cc2-c2ccccc2)on1	i	-1.1	i
CCOC(=O)C(Cc1ccccc1)c1ccnc2ncnn12 (stereo unspecified)	i	0.59	i
N#Cc1c(/N=C/N2CCCC2)oc(-c2ccccc2)c1-c1ccccc1	i	-0.75	i
CCCC(=O)Nc1nc2ccc(NC(=O)c3c(F)c(F)c(OC)c(F)c3F)cc2s1	i	1.3	i
Cc1ccc(F)c(CNC(=O)C2CCC(=O)N(CCN3CCOCC3)C2)c1F (stereo unspecified)	i	0.27	i
CCCC1=NN(C(=O)C(=O)Nc2ccc(Br)cc2)C(O)(C(F)(F)F)C1 (stereo unspecified)	i	-0.22	i
CC1(C)CC(=O)C(Sc2ccccc2[N+](=O)[O-])=C(O)C1	i	-0.41	i
Cc1cnc([N+](=O)[O-])n1CCOC(=O)NC(=O)c1ccc(F)cc1	i	0.17	i
Cc1cc(C)n2nc(SCC(=O)N/N=C/c3ccccc3F)nc2n1	i	-1.7	i
Cc1c(C(=O)N2CCC3(CC2)CC(=O)c2ccccc2O3)cccc1[N+](=O)[O-]	i	-0.34	i
O=C(COc1ccc2c3c(c(=O)oc2c1)CCC3)Nc1ccc(CCO)cc1	i	-1.3	i
COCCOC(=O)N/C=C\c1nc2ccccc2c(=O)[nH]1	i	-2	i
COc1ccc(C(=O)N/N=C/c2ccc(OC(=O)c3cccc4ccccc34)c([N+](=O)[O-])c2)cc1	i	0.17	i
O=C1CC(N2CCN(Cc3ccc4c(c3)OCO4)CC2)C(=O)N1Cc1ccc(N2CCCC2=O)cc1 (stereo unspecified)	i	-1.1	i
COc1ccc2c(c1)CCC1C2=NN(/C(C)=C\C(C)=O)C1c1ccc(F)cc1 (stereo unspecified)	i	-0.84	i
C=CCn1c(SCc2ccc(Cl)c(Cl)c2)nnc1C(CO)NC(=O)c1ccc(OC)cc1 (stereo unspecified)	i	-0.95	i
COc1ccc(CCN2CC(O)=C(c3nc4ccccc4c(=O)[nH]3)C2=N)cc1OC	i	0.89	i
COc1ccc(-c2cc(C(=O)Nc3ccc(C)c(N)c3)c3ccccc3n2)cc1	i	0.12	i
N#CC(c1ccccc1O)N1N=C(c2ccccc2)CC1c1ccccc1 (stereo unspecified)	i	4.1	i
Cc1nn(C)c(C)c1CNC(=O)Nc1ccc(Cl)cc1	i	0.14	i
COc1ccc(CCNC(=O)C2CCN(S(=O)(=O)c3ccc(OC)c(OC)c3)CC2)cc1	i	-0.61	i
Cc1cc(C)n(-c2nc(SCC(=O)O)c3c4c(sc3n2)COC(C)(C)C4)n1	i	0.28	i
Cc1onc(-c2c(F)cccc2Cl)c1C(=O)NC1CCSC1=O (stereo unspecified)	i	0.2	i
N#Cc1sc2nc3c(c(-c4cccnc4)c2c1N)CCC3	i	-0.43	i
CC(=O)c1cccc(NC(=O)COc2ccc(S(=O)(=O)N3CCCCC3)cc2)c1	i	-0.89	i
CSc1ccccc1-n1nnnc1SCc1ccccc1	i	-1.9	i
Cc1cccc(N(CC(=O)NC2CCCC2)C(=O)c2c(C)noc2C)c1	i	0.57	i
O=C(CCC(=O)Nc1ccccc1Cl)N/N=C1\CCCc2ccccc21	i	1.6	i
c1ccc(CCn2c3ccccc3c3nnc(SCc4ccc5nonc5c4)nc32)cc1	-6.2*	-1	i
O=[N+]([O-])c1cccc(S(=O)(=O)N/N=C/c2ccc(O)cc2)c1	i	-1.1	i
COC(=O)[C@@H]1[C@@H](C)N(Cc2ccccc2)C(=O)N[C@H]1c1ccccc1	i	2.3	i
Cc1ccc(OCCN2CCN(c3nc(NCc4ccco4)c4ccccc4n3)CC2)cc1	i	-1.4	i
Clc1cccc(-c2nc3nc4ccccc4nc3n2Cc2ccco2)c1	-9.1*	1	i
Cc1ccc(C)c(NC(=O)C(NCC(C)(C)N2CCOCC2)c2ccccc2)c1 (stereo unspecified)	i	-2.2	i
(further entries)
SMILES	KCNQ2 block	Kir21 block	CHT inh
CCOC(=O)C1=NN(C(C)=O)C2(CC(=O)N(c3ccc(C)c(C)c3)C2=O)C1 (stereo unspecified)	i	-3.2	i
COc1cc(OC)c(OC)cc1CN(C)C(c1ccccc1)c1nnnn1-c1ccccc1C (stereo unspecified)	i	-1.3	i
O=C(CCc1nnc(CCCCc2ccccc2)o1)NCCn1cccn1	i	-0.32	i
CCNc1nc(=S)nc(NC(C)C)[nH]1	i	0.85	i
CCOc1ccc(Br)cc1S(=O)(=O)Nc1ncn[nH]1	i	-1.2	i
Cc1ccsc1C(=O)OCC(=O)N1CCc2ccccc2C1	i	0.3	i
COc1ccc(-n2nnnc2SCc2nc(N)nc(N3CCOCC3)n2)cc1	i	0.59	i
CCCCn1cnc2c(sc3nc4c(cc32)CSC(C)(C)C4)c1=O	i	0.09	i
CCc1ccc(C(=O)NC(=S)Nc2ccccc2N2CCOCC2)cc1	i	0.29	i
Cc1ccc(C(=O)CSc2nn3c(=O)c(C(C)(C)C)nnc3s2)cc1	i	0.35	i
O=c1oc(-c2cccs2)nc2ccc(Cl)cc12	i	0.32	i
CC(=O)CCc1ccc(OCCCCn2cncn2)cc1	i	0	i
Cn1cc(/C=N/n2cnc3sc4c(c3c2=O)CCCC4)c2ccccc21	-9.2*	0.01	i
COc1ccccc1N1CCN(/N=C/c2cccc(OC)c2O)CC1	i	-0.24	i
CC(C)c1ccccc1-n1cc[nH]c1=S	i	-0.15	i
Cc1ccc(NC(c2ccccc2)c2nc3ccccc3[nH]c2=O)cc1 (stereo unspecified)	i	-3.1	i
COc1cc(/C=N\NC(=O)c2cccnc2)ccc1OC(=O)c1ccccc1Cl	i	-0.02	i
COc1ccc(CCNC(=O)C23CCC(C)(C(=O)C2=O)C3(C)C)cc1OC (stereo unspecified)	i	-0.07	i
COc1ccc(/C(O)=C2/C(=O)C(=O)N(CCCN3CCOCC3)C2c2ccc(N(C)C)cc2)cc1 (stereo unspecified)	i	1.3	i
COc1ccc(C(=O)C[n+]2cc(Br)cc3ccccc32)cc1[N+](=O)[O-]	i	-0.06	i
O=C(CCNC(=O)c1ccc([N+](=O)[O-])cc1)Nc1ccccc1N1CCOCC1	i	1.3	i
Cc1ccc(-n2nc(C)c3c2OC(N)=C(C#N)C3c2cccs2)cc1 (stereo unspecified)	i	0.49	i
O=C(COc1ccccc1Cl)Nc1ccc(N2CCN(C(=O)c3ccccc3)CC2)cc1	i	-1.4	i
Cc1cc(S(=O)(=O)NC2CCCCC2)ccc1-n1cnnn1	i	-0.85	i
C#C[C@]1(O)CCC2C3CCC4=Cc5oncc5CC4(C)C3CCC21C (stereo partly specified)	i	0.17	i
Cc1cc(=O)[nH]c(N/N=C/C(C)c2ccccc2)n1 (stereo unspecified)	i	-0.72	i
COc1ccc(C2SCC(=O)N2Cc2ccccc2)cc1 (stereo unspecified)	i	-1.2	i
Cc1cccc(NC(=O)c2cc3c([nH]c4ccccc43)c(C)n2)c1C	i	-0.06	i
Cc1cc(C(=O)Nc2c(C)nn(Cc3ccc(F)cc3)c2C)on1	i	-0.48	i
Cc1cc(C)cc(OCC(O)CN2CCC(CN3C(=O)c4cccc5cccc(c45)C3=O)CC2)c1 (stereo unspecified)	i	-0.96	-5.5*

Shown comma-delimited: 2 of the compounds above
smiles,KCNQ2 block,Kir21 block,CHT inh
Cc1ccc(-n2nc(C)c3c2OC(N)=C(C#N)C3c2cccs2)cc1 (stereo unspecified),i,0.49,i
Cc1cccc(NC(=O)c2cc3c([nH]c4ccccc43)c(C)n2)c1C,i,-0.06,i

(list continues)
SMILES	KCNQ2 block	Kir21 block	CHT inh
CCCCCOC(=O)C1C2C=CC3(CN(c4ccccc4C)C(=O)C13)O2 (stereo unspecified)	i	1.5	i
NS(=O)(=O)c1ccc(CCNC(=O)C(=O)c2cn(CC(=O)N3CCCC3)c3ccccc23)cc1	i	-0.26	i
COc1cccc(-c2c(C(=O)N/N=C/c3ccco3)nnn2-c2nonc2N)c1	i	0.77	i
CCS(=O)(=O)N1CCN=C1SCc1ccccc1	i	-0.8	i
Cc1ccc(OCCNc2ccc(C(F)(F)F)cc2[N+](=O)[O-])cc1	i	-0.38	i
CCOc1ccccc1NC(=O)CCn1ccnc1	i	-0.02	i
N=c1c(C(=O)NC2CCCCC2)cc2c(=O)n3ccccc3nc2n1Cc1ccco1	i	0.92	i
COc1ccc(OCc2n(CC(=O)OC3CC(C)CCC3C(C)C)c3ccccc3[n+]2C)cc1 (stereo unspecified)	-7.4*	-9.9*	i
O=S1(=O)N=C(Oc2ccccc2)c2ccccc21	i	0.81	i
COc1nccc(C(F)(F)F)c1C(=O)Nc1ccc(Cl)cc1	i	1.5	i
COc1ccc(C2CC(=O)Oc3ccc(C(C)(C)C)cc32)cc1 (stereo unspecified)	i	-0.04	i
CCOc1nc(-c2ccc(Cl)cc2)nc2ccccc12	i	0.97	i
C/C(=N\Nc1ccc2nncn2n1)c1ccc(Cl)s1	i	0.33	i
COc1ccc(S(=O)(=O)Nc2c3ccccc3nc(=O)n2-c2ccccc2)cc1	i	2	i
CSc1cccc(NC(=O)C(C)Sc2ccc(C)cc2)c1 (stereo unspecified)	i	-1.6	i
Cc1ccccc1OCC(=O)NC(C)c1ccccc1 (stereo unspecified)	i	0.01	i
O=C(CCC1CCCCC1)Nc1cccc(C(=O)Nc2ccc(C(=O)O)cc2)c1	i	0.76	i
CC(=O)NCCC1CCN(c2nc3nonc3nc2N(C)Cc2ccccc2)CC1	i	0.39	i
O=C(COc1coc(CN2CCN(c3ccc(F)cc3)CC2)cc1=O)NC1CCCC1	i	1.2	i
CN1CCC(OC(=O)c2cccc(Br)c2)CC1	i	-0.51	i

Reprinted from the part before: six compounds, followed by the next part.
SMILES	KCNQ2 block	Kir21 block	CHT inh
CSc1cccc(NC(=O)C(C)Sc2ccc(C)cc2)c1 (stereo unspecified)	i	-1.6	i
Cc1ccccc1OCC(=O)NC(C)c1ccccc1 (stereo unspecified)	i	0.01	i
O=C(CCC1CCCCC1)Nc1cccc(C(=O)Nc2ccc(C(=O)O)cc2)c1	i	0.76	i
CC(=O)NCCC1CCN(c2nc3nonc3nc2N(C)Cc2ccccc2)CC1	i	0.39	i
O=C(COc1coc(CN2CCN(c3ccc(F)cc3)CC2)cc1=O)NC1CCCC1	i	1.2	i
CN1CCC(OC(=O)c2cccc(Br)c2)CC1	i	-0.51	i
O=C(NC1CCCC1)C(=O)N(Cc1cccnc1)C(C(=O)NC1CCCC1)c1ccco1 (stereo unspecified)	i	0	i
O=C(NCCNC(=O)c1cnccn1)c1cccc(Cl)c1	i	0.94	i
COc1cccc(N/C(SCc2cccc([N+](=O)[O-])c2)=C(/C#N)C(N)=O)c1	i	-1.4	i
CC(NC(=O)/C(C#N)=C/c1cn(-c2ccccc2)nc1-c1ccc(F)cc1)c1ccccc1 (stereo unspecified)	i	-0.31	i
O=C(CSC1=NCCS1)NC1CCCCC1	i	0.64	i
Cc1ccc(C(=O)Nc2ncc(C)s2)s1	i	-1.4	i
CCc1c(C#N)c(=O)[nH]c(=O)n1-c1ccccc1	i	0.01	i
CCOc1cc(/C=C2\SC(N)=NC2=O)ccc1O	i	-1.3	i
O=C(Nc1ccon1)Nc1ccc(Cl)cc1Cl	i	-2	i

Copied from the list.
Under Kir21 block, CCc1c(C#N)c(=O)[nH]c(=O)n1-c1ccccc1 is listed with 0.01
Under Kir21 block, O=C(NC1CCCC1)C(=O)N(Cc1cccnc1)C(C(=O)NC1CCCC1)c1ccco1 (stereo unspecified) is listed with 0
Under Kir21 block, O=C(Nc1ccon1)Nc1ccc(Cl)cc1Cl is listed with -2
